NR2E3 ag-1 – NR2E3 agonists in two-hybrid cells, primary screen, cell-based, luminescence, CHO-S, Gal4-NCOR/VP16-NR2E3; AID 602229, 2012; inhibition of corepressor binding, % at 3.98 µM; 360,000 tested, 0.35% active; luciferase; Photoreceptor-specific nuclear receptor (Homo sapiens), Q9Y5X4;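 active = inhibition above the mean of all tested compounds plus 3 SD, cut at about 70% in these data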;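 note: 0% = DMSO with NR2E3 transfected cells and 100% = cells lacking NR2E3 construct; higher means lower luciferase signal from less NR2E3 corepressor binding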
Target sequence (Q9Y5X4 whole entry, looked up, the tested form may be a part): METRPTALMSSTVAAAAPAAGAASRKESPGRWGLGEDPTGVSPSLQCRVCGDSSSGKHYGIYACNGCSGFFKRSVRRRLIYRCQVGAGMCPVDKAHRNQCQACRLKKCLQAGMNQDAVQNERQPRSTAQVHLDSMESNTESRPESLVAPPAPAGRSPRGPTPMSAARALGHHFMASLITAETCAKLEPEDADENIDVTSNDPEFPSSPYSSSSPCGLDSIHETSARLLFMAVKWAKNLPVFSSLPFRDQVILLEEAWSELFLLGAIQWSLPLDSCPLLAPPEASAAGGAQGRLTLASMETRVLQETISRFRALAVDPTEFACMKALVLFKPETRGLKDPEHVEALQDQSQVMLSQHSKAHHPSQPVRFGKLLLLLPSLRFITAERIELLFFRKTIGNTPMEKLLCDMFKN
KKLEB cytotox – cytotoxicity in KKLEB CF airway cells, primary screen, cytotoxicity control for CF NF-kB inhibitor project, cell-based, uHTS, fluorescence assay plates. KKLEB CF airway cells viability, ATPlite luminescence, overnight; active compounds read low; cells stimulated with P. aeruginosa culture filtrate. 360,000 tested, 0.36% active. activity change (cytotoxicity), % at 5 µM;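 active = corrected activity change at or below -50% at 5 µM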
hiPSC survival – enhancers of single-cell hiPSC survival, primary screen, ATPlite luminescence. 100% = ROCK inhibitor wells, 0% = DMSO. AID 602274, 2012. survival enhancement, % at 20 µM. 360,000 tested, 0.044% active; in the data active = survival enhancement above about 18%;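 note: cells exposed to compounds for 16 hours before the ATP read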
Shn3 3UTR inh – reduction of Shn3 3'UTR firefly luciferase signal, primary screen, Schnurri-3 inhibitor project, cell-based, Clone20 osteoblasts, set 2 | Clone20 osteoblast Shn3 3'UTR firefly luciferase, 24 h | inhibition, % at 12.5 µM | 360,000 tested, 0.52% active;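 active = mean inhibition of at least 75% with every replicate also reaching 75%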;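 note: 0% = median of neutral control wells and 100% = pilot-screen positive control compound; some compounds past the cut are filed as inactive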
TWEAK-Fn14 inh – inhibitors of TWEAK-Fn14 signaling, primary screen, luciferase reporter cells, uHTS | TWEAK-stimulated Fn14 reporter cells, luciferase luminescence, 8 h | inhibition, % at 10 µM | 360,000 tested, 2% active; in the data active = inhibition above about 50%
NR2E3 ag-2 – inhibitors of NR2E3-RetCOR corepressor binding, primary screen, NR2E3 agonist project, biochemical, TR-FRET, GST-NR2E3, biotin-RetCOR; Photoreceptor-specific nuclear receptor (Homo sapiens), Q9Y5X4; 1536-well; inhibition of corepressor binding, % at 4.78 µM; 320,000 tested, 0.12% active; AID 2300, 2010;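 active = percent inhibition above the cutoff of mean plus 3 SD of all tested compounds, set per screening campaign, cut at about 20% in these data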;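 note: 0% = DMSO wells and 100% = biotin wells as full block of FRET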
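Material: NR2E3–RetCOR corepressor complex / Amount: 1.35 nM GST-NR2E3 / Medium: Tris pH 7.5 / Compound: single nominal compound dose of 4.8 µM / Incubation: 5 h at 4 °C / Technique: TR-FRET, Eu(K)-anti-GST donor, streptavidin-D2 acceptor, ex 340, em 617/671 nm / Read-out basis: percent loss of FRET ratio relative to control wells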
aDG glyco up – activators of alpha-DG glycosylation, primary screen, uHTS, Pro5-aDG cells, AlphaScreen; activation, % at 10 µM; 360,000 tested, 0.22% active; AID 624168, 2012; alpha-DG glycosylation AlphaScreen (IIH6); 0% Pro5, 100% B10-LARGE cell signal;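 active = activation of at least 8% versus controls, or a plate z-score of at least 8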;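 note: Pro5 are CHO cells carrying HIG-tagged alpha-DG that lacks glycosylation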
Peg3 promoter – Peg3 promoter-driven luciferase inhibitors, primary screen, cell-based, HeLa, luciferase luminescence; HeLa PEG-Prom luciferase reporter, overnight; inhibition, % at 20 µM; 360,000 tested, 1.7% active;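 active = inhibition of at least 50% at 20 µM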
CF NFkB block – inhibitors of PAF-induced NF-kB signaling, primary screen, cell-based, GFP fluorescence, uHTS | KKLEB NF-kB-GFP reporter, GFP fluorescence overnight | inhibition, % at 5 µM | 360,000 tested, 0.86% active | AID 588850, 2011;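 active = at least 50% inhibition at 5 µM, scaled per plate between neutral and stimulator controls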;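 note: PAF is a Pseudomonas aeruginosa culture filtrate used as stimulus; plate controls were PAF-stimulated DMSO wells for no effect and unstimulated DMSO wells for full effect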
HIF-2a block – HIF-2a reporter inhibitors, primary screen, luminescence, 786-0 RCC cells. inhibition, % at 18.8 µM. 360,000 tested, 0.72% active. AID 624352, 2012. 786-0 RCC cells HIF-2a reporter, luciferase luminescence, overnight;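 active = inhibition of the luminescence signal of 40% or more relative to plate controls, in a single-dose primary screen at 18.75 µM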
TRPM1 prom inh – inhibitors of MITF-dependent TRPM1 promoter reporter, primary screen, cell-based, SK-MEL-5, single point, luciferase | SK-MEL-5 TRPM1 promoter luciferase, 24 h | 330,000 tested, 0.83% active | inhibition, % at 12.5 µM;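 active = mean inhibition across replicates of 60% or more, whatever share of single replicates reaches that level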; note: values of inactives mirror those of a sister screen read the other way
* = called active by the depositor; . = not tested or not shown.

SMILES | NR2E3 ag-1 | KKLEB cytotox | hiPSC survival | Shn3 3UTR inh | TWEAK-Fn14 inh | NR2E3 ag-2 | aDG glyco up | Peg3 promoter | CF NFkB block | HIF-2a block | TRPM1 prom inh
O=C(O)c1ccccc1C(=O)c1ccc2oc(=O)[nH]c2c1 | 8 | -5 | 1.5 | -9 | 24 | . | -0.1 | -11 | 12 | 8 | -10
COc1ccc(CCn2c(C)cc(C(=O)CN3C(=O)C(=O)N(Cc4ccco4)C3=O)c2C)cc1 | -18 | 6 | -0.4 | 0 | 2 | 4 | -0.1 | -31 | 16 | 20 | 8
CCc1nc2c(OCc3ccc(S(C)(=O)=O)cc3)cccn2c1N(C)C(=O)c1ccccc1F | -8 | 13 | -0.4 | -68 | -6 | . | -0.3 | 7 | 20 | 12 | .
COc1ccc(NC(=O)c2cc3ccccc3o2)cc1S(=O)(=O)N1CCCCC1 | 4 | -7 | -0.7 | 44 | 23 | . | 0.3 | 15 | -23 | -21 | -7
CN1C(=O)[C@@H]2[C@H](C1=O)[C@@H]1C(=O)Nc3ccccc3C(=O)N1[C@@H]2c1cccc(Br)c1 | -18 | 13 | 4.7 | -29 | 5 | 2 | -0.3 | 5 | -35 | -9 | 10
CCCOc1cccc(C2/C(=C(\O)c3ccc4c(c3)OCCO4)C(=O)C(=O)N2CCCn2ccnc2)c1 (centres undefined) | 3 | 2 | -0.5 | -2 | 12 | 7 | -0.1 | -20 | 3 | 12 | 10
Cn1ncc(Cl)c1C(=O)N1CCCc2ccccc21 | 11 | 7 | 8.3 | -9 | 10 | 0 | -0.1 | 17 | 5 | 11 | 1
CSc1ccc(CCNC(=O)CCc2nnc3ccc(N4CCCC4)nn23)cc1 | -13 | 7 | 1.5 | -4 | -13 | 1 | 0.1 | 10 | -19 | 13 | .
S=C(N=Nc1ccccc1)NNc1ccccc1 | -153 | 0 | -4.8 | -183 | -24 | 4 | -0.3 | -383 | -9 | -254 | -32
Cc1ccc2[nH]c(C)c(CCNC(=O)c3c(N)no[n+]3[O-])c2c1 | 14 | -5 | 0.5 | 0 | 8 | -2 | 0.6 | -11 | 1 | 0 | 16
Cc1ccc(CN2C(=O)C(Cc3ccccc3)Nc3ncnc(N4CCN(c5ccccc5)CC4)c32)cc1 (centres undefined) | 21 | 1 | -2.4 | -5 | -17 | 1 | 0.2 | 11 | 26 | -9 | -17
O=C(Cc1ccc(OCc2ccccc2)cc1)NCc1ccc2c(c1)OCO2 | -19 | -2 | 0.7 | -15 | 7 | . | -0.2 | 26 | 6 | 3 | .
CCOC(=O)C1CCN(c2cc3c(cc2NC(=O)c2ccccc2OCC)n(C)c(=O)n3C)CC1 | -5 | -3 | 0.3 | 15 | 29 | 3 | -1.3 | 51* | 19 | 9 | 7
Cc1ccc(S(=O)(=O)N2CCCC(c3nc(-c4ccc(C)o4)no3)C2)cc1 (centres undefined) | -13 | 19 | -0.4 | 25 | -22 | 0 | 0.2 | -3 | 0 | -29 | 1
CC(=O)Nc1cccc(/C(C)=N/NC(=O)c2cccc(S(=O)(=O)N3CCOCC3)c2)c1 | -16 | -7 | -0.6 | 10 | 14 | 1 | 0.2 | -8 | -7 | 17 | 4
CCCCCOc1ccc(C(=O)OCC(=O)Nc2cc(C)on2)cc1 | -9 | -16 | 0.7 | -21 | -17 | . | 0.1 | -9 | -2 | -3 | -6
CC(=O)c1c(C)[nH]c(C(=O)NNC(=O)COc2cc(C)ccc2C(C)C)c1C | -13 | 12 | 1.0 | -41 | -9 | . | -0.2 | 7 | 3 | 9 | 4
COc1ccc(Cn2nnnc2CN2CCN(c3ccc(OC)cc3)CC2)cc1 | -11 | 5 | -1.5 | -4 | 10 | 2 | 0.3 | 4 | 7 | 13 | 11
COc1ccc2c(c1)nc(-c1cccc(Br)c1)c(=O)n2C(c1ccccn1)c1nc2ccccc2[nH]1 (centres undefined) | -98 | -6 | -0.4 | -19 | -1 | . | -0.2 | -186 | -20 | -258 | .
Cc1ccc(-n2nc3c(c2NC(=O)c2ccc(F)c(F)c2)CS(=O)(=O)C3)cc1 | -8 | 30 | -0.3 | 5 | 1 | 0 | 0.4 | -3 | -50 | 9 | 9
CN(C)CCCN(C(=O)c1ccco1)c1nc2c(F)cccc2s1 | -11 | 0 | -0.9 | -27 | -5 | 3 | -0.1 | -14 | -12 | -16 | -10
COc1ccc(C)cc1NC(=O)COC(C)=O | 27 | 1 | 3.3 | -6 | -14 | 1 | -0.5 | 6 | 14 | -8 | 12
COCCn1c(-c2cc(OC)c(OC)c(OC)c2)nc2oc3ccccc3c(=O)c2c1=O | 1 | 11 | -2.0 | 32 | -20 | -2 | -0.1 | -5 | -9 | -11 | -20
COc1ccc(CNC(=O)CN2CCN(S(=O)(=O)c3ccccc3)CC2)cc1 | 23 | 24 | 0.5 | 7 | 8 | 1 | 0.3 | -2 | -7 | -23 | 6
NC1=NC(c2ccc(Cl)cc2)N(c2ccc(S(N)(=O)=O)cc2)C(N)=N1 (centres undefined) | -18 | 2 | 1.7 | 2 | -3 | -2 | 0.0 | 14 | -11 | 7 | 4
CCC(O)(C#CCN1CCCCC1)CC | -6 | -1 | -0.8 | 14 | 1 | 2 | 0.2 | 0 | 3 | 11 | -6
COc1ccc(N(CC(=O)N/N=C/c2ccco2)S(=O)(=O)c2ccccc2)cc1Cl | -16 | 15 | -0.1 | -2 | -6 | 1 | 0.1 | 21 | -17 | 12 | -2
CC(=O)Oc1ccccc1C(=O)Oc1ccccc1C(=O)O | 6 | -14 | -2.8 | 8 | -7 | 0 | -0.2 | -2 | 4 | 2 | 5
COC(=O)c1ccc(N2CCN(C)CC2)c(NC(=O)COc2cccc(C)c2)c1 | -13 | 0 | 1.1 | 26 | -21 | -5 | 0.0 | 3 | -24 | 6 | 7
CCOC(=O)C1CCCN(C(=O)c2ccccc2[N+](=O)[O-])C1 (centres undefined) | -19 | -7 | -0.4 | -3 | 8 | -2 | 0.1 | 24 | 3 | 9 | -7
CC(C)NC(=O)c1cc(C2CCCCN2C(=O)OCCF)on1 (centres undefined) | 1 | -9 | 1.0 | -8 | 3 | . | -0.1 | 14 | 8 | 13 | .
COc1ccc(C)cc1NC(=O)CCS(=O)(=O)c1cc2c(cc1Cl)NC(=O)CO2 | 13 | 10 | -0.3 | 7 | 3 | 1 | -0.5 | 1 | -6 | 5 | 4
CCN1CCN(S(=O)(=O)c2ccc(S(=O)(=O)NC3CC3)cc2)CC1 | -3 | 6 | 1.0 | -19 | 22 | -3 | 0.0 | -4 | 2 | 7 | -3
Cc1ccn(S(=O)(=O)c2ccc3oc(=O)ccc3c2)n1 | -15 | 13 | -0.7 | -3 | -2 | -1 | -0.1 | -4 | 9 | 8 | 2
OC(CNC1CCCc2ccccc21)COc1ccc2ccccc2c1 (centres undefined) | 6 | 6 | -2.4 | -5 | 2 | 2 | 0.5 | -2 | 12 | -5 | 8
O=C(Cc1ccccc1)c1c[nH]c(C(=O)NCc2ccncc2)c1 | -13 | 5 | 0.6 | 9 | 1 | 4 | 0.0 | 0 | 3 | 18 | -10
COc1ccc(-c2nnc(SCc3ccccc3F)o2)cc1OC | -121 | 2 | 8.0 | -27 | -31 | 1 | 0.0 | -250 | 16 | -262 | -68
O=[N+]([O-])c1cccc(S(=O)(=O)N2CCCCC2c2cccnc2)c1 (centres undefined) | -16 | -3 | 0.3 | 11 | -9 | 3 | -0.3 | -2 | 10 | -19 | 7
C/C(=N/NC(=O)c1ccc(Br)o1)c1ccc(C)o1 | -73 | -4 | -0.1 | -21 | -9 | -3 | -0.1 | -19 | -4 | -22 | -7
Cc1ccc(OCCCC(=O)Nc2ccc(S(=O)(=O)Nc3cc(C)on3)cc2)cc1 | -6 | 10 | 0.7 | -25 | 1 | 2 | -0.3 | 6 | -4 | 9 | 3
COc1cc(/C=N/NC(=O)c2ccc(O)cc2)ccc1Oc1ccc([N+](=O)[O-])cn1 | 2 | 2 | -2.9 | 5 | -1 | -3 | 0.4 | 25 | -6 | 19 | 1
CCOc1ccc(NS(=O)(=O)c2ccc3c(c2)N(C(C)=O)CC3)cc1 | 15 | 3 | -0.6 | 20 | 18 | 0 | 2.7 | 25 | 4 | 11 | 8
CC(C)NS(=O)(=O)c1ccc(OCC(=O)NCC2CCCO2)c(Cl)c1 (centres undefined) | -6 | -2 | -2.0 | -5 | 4 | -2 | 0.0 | 5 | 4 | -3 | -2
N=c1c(-c2nc3ccccc3[nH]2)cc(C(=O)c2cccs2)nn1-c1ccccc1 | 21 | 4 | -1.6 | -14 | -25 | -3 | 0.0 | 6 | -2 | -7 | 7
O=C(NC1CCOc2ccccc21)c1ccc(Cl)nc1 (centres undefined) | -6 | -14 | 0.7 | 1 | 15 | 5 | -0.1 | 7 | 18 | 1 | 11
CS(=O)(=O)c1ccc2nc(NC(=O)c3ccccc3Br)sc2c1 | -84 | 4 | -0.5 | -101 | 1 | -1 | -0.1 | -197 | 6 | -250 | -63
COc1ccc(N2C(=O)C3ON(C4SC(=S)N(C)C4(C)C)C(c4ccc(Cl)cc4)C3C2=O)cc1 (centres undefined) | -13 | 8 | -0.6 | -6 | -11 | 0 | -0.1 | 4 | 0 | 13 | 7
CCOc1ccc(S(=O)(=O)NCCC(=O)N(C)CC(=O)Nc2ccc(N3CCOCC3)cc2)cc1 | 14 | -1 | 0.1 | 10 | 3 | 5 | -0.3 | 5 | -15 | 0 | 5
COc1ccc(CNC(=O)CSc2nnc(C3CC3)n2C2CC2)cc1 | 1 | 14 | -0.3 | -5 | -5 | 2 | 0.0 | 4 | -4 | 2 | .

Assay outcomes from PubChem.

This is a random part of the collection (roughly 4.4% active in at least one column).
